From PubChem BioAssay
15-hLO-2 inh – inhibitors of human 15-lipoxygenase 2 (ALOX15B) | O15296 | purified 15hLO-2, xylenol orange hydroperoxide absorbance | Potency, µM (titrated, usually from 57.1 µM), for inactives: at the top dose activity change, negative = inhibition, most hits filed as inhibitors | 110,000 compounds, 0.56% hits | AID 881; further: potency means the concentration at half of the fitted maximal effect; nearly all actives have a fitted effect of over 60% in size; many of its hits are not listed in these tables
Target sequence (O15296 whole entry, looked up): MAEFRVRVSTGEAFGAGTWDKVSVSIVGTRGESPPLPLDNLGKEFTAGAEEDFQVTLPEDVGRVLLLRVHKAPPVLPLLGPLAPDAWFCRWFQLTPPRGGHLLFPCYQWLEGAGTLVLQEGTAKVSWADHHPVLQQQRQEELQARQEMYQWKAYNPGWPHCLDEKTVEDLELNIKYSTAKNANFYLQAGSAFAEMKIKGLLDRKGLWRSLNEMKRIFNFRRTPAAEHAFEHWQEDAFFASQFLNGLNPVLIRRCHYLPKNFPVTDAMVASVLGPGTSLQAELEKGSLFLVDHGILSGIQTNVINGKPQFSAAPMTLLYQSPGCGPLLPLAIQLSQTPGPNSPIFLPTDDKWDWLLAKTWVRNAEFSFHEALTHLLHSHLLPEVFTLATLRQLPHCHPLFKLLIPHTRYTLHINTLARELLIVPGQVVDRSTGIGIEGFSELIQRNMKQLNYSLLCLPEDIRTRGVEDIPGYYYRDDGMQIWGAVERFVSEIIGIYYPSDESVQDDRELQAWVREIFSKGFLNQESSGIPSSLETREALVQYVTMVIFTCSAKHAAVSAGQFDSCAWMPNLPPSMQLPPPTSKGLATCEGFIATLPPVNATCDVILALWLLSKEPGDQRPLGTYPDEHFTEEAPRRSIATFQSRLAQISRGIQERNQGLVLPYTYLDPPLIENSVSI
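Purified human 15hLO-2 (50 nM final) preincubated with compounds 15 min at room temperature in 25 mM Hepes pH 7.5, 0.01% Triton X-100, then 45 uM arachidonic acid added for 90 min; hydroperoxide detected via ferrous/xylenol orange, 573/405 nm absorbance ratio.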
IMPase cell inh – cell-permeable inhibitors of inositol monophosphatase (IMPase); CHO-M1 cells, IP1 accumulation, HTRF TR-FRET ratio; P97697; AID 901; 120,000 tested, under 10 active; inhibition (IP1 accumulation), % at 46.1 µM; active means well fitted curve in the direction sought with a large enough effect in the signal ratio, not every such curve was filed as active; inconclusive means small, poorly fitted or top-dose-only effect, or a change in a side signal; inactive means no such curve, though single readings can be large or run the other way; the % refers to the signal ratio;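 further: cells stimulated with carbachol in lithium chloride buffer; plate controls were DMSO basal wells for no effect and reference inhibitor wells for full effect; higher means more IMPase inhibition seen as more IP1 and lower FRET ratio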
Target sequence (P97697 whole entry, looked up): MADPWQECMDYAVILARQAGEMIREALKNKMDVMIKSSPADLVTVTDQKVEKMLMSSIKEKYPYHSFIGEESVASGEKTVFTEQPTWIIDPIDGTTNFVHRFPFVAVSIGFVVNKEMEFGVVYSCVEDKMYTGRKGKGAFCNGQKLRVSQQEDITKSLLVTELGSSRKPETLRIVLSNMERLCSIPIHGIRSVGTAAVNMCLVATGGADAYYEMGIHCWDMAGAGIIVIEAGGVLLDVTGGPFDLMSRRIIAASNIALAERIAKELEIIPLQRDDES
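CHO-M1 cells (CHO stably expressing M1 receptor), compound up to 46 uM final, stimulated with carbachol (50 uM as added) in buffer with 50mM LiCl, pH 7.4, 30 min at 37C. Cytosolic IP1 read by TR-FRET; AC50 from Hill fits.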
PNC assembly inh – inhibitors of perinucleolar compartment assembly | 140,000 compounds, 3.1% hits | AID 2417 | activity change (PNC), negative = inhibition, % at 10 µM | PC3M PTB-GFP, PNC prevalence imaging, 16 h; stronger effect = lower value;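 active means readout at or below -70, meaning at least 70% loss of cells showing the perinucleolar compartment, a nuclear body marking cancer cells; inconclusive means readout between -30 and a set limit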;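 further: plate controls were DMSO wells for no effect and camptothecin positive control wells for full effect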
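Compounds are pinned in duplicate onto adhered PC3M cells stably expressing GFP-tagged PTB and incubated 16 h at 37 C. Cells are then fixed, nuclei stained with Hoechst, and PNC-positive cells counted.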
12-hLO inh – 12-hLO (ALOX12) enzyme inhibition | P18054 | purified 12-hLO, xylenol orange hydroperoxide absorbance | Potency, µM (titrated, usually from 57.1 µM), without a hit: at the highest dose activity change, negative = inhibition, hits mostly inhibitors | 150,000 compounds, 0.12% hits | AID 1452; further: potency means the concentration at half of the fitted maximal effect; nearly all actives have a fitted effect of over 55% in size; many of its hits are not listed in these tables
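150 nM 12hLO, 25 mM Hepes pH 7.0 + 0.01% Triton X-100; cpd preinc 15 min RT; 40 uM arachidonic acid, 30 min RT; Fe-XO 30 min; A573/A405 ratio as read-out.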
An asterisk follows results filed as active; ? = inconclusive; . = no result given; [ ] = remark or other dose. Unless noted, the call rests on the fitted dose curve; in most records, active means well fitted curve in the direction sought with a large enough effect; inconclusive means small, poorly fitted or top-dose-only effect, or another doubt; inactive means no such curve, though single readings can be large; an effect the other way counts as inactive or inconclusive. Unless noted, on the % scale 0 is the no-effect control and ±100 the full control effect. These rows are one share of the data, so the mix of outcomes need not match the whole.

Screens by letter: A = 15-hLO-2 inh; B = IMPase cell inh; C = PNC assembly inh; D = 12-hLO inh
Cc1ccc(/C=N/NC(=O)CSc2nc3ccccc3s2)o1
  A: .	B: .	C: -3	D: -2%
Cc1nc2c(C)cccc2cc1C(=O)N/N=C/c1ccc(N(C)C)cc1
  A: 3%	B: ?	C: -30	D: 9%
Clc1ccc(C2[C@H]3CN(Cc4ccc(-c5ccccc5)cc4)[C@H](c4ccccc4)C34CC2(c2ccccc2)C4)cn1 (stereo not given in full)
  A: 0%	B: .	C: .	D: -5%
COc1ccc(CN2CN(C(C)C)CSC2=S)cc1
  A: 5µM*	B: -2	C: 16	D: -2%
CN1CC=C2C(C#N)=C(N)C(C#N)(C#N)[C@H](c3cccc(Cl)c3)C2C1 (stereo not given in full)
  A: 18%	B: -5	C: ?	D: ?
CSCCC(C(=O)NC1=NCCS1)N1C(=O)c2ccccc2C1=O (stereo not given)
  A: -1%	B: 3	C: 35	D: 7%
O=C(N/N=C/C1CC=CCC1)c1cc2ccccc2cc1O (stereo not given)
  A: .	B: .	C: -26	D: 1%
Cc1ccc(S(=O)(=O)NC(=O)NN2CCCCCC2)cc1
  A: 10%	B: 3	C: 0	D: ?
O=C(Nc1nc(-c2ccccn2)cs1)C1CC(=O)N(c2ccc3c(c2)OCCO3)C1 (stereo not given)
  A: .	B: .	C: ?	D: -1%
CCOc1ccc(NC(=S)N/N=C(\C)Cc2ccc(OC)cc2)cc1
  A: .	B: .	C: 64	D: ?
CCCCC1NC(=S)N(C2CCCCC2)C1=O (stereo not given)
  A: .	B: .	C: 35	D: 2%
CCc1nc2c(c(=O)[nH]1)C1(CCCC1)Cc1ccccc1-2
  A: -5%	B: -2	C: 29	D: 5%
CC(=O)c1cc2c(cc1NC(=O)c1ccc(C)cc1)OCO2
  A: .	B: .	C: -13	D: -1%
O=C(/C=C/Nc1ccc(F)cc1Br)c1ccccc1
  A: .	B: .	C: ?	D: 0%
N#CC1=C(S)N=C(N)C(c2nc(-c3ccccc3)cs2)C12CCCC2 (stereo not given)
  A: -13%	B: 2	C: ?	D: -5%

Not a retest: an excerpt of the list.
Screens by letter: A = 15-hLO-2 inh; B = IMPase cell inh; C = PNC assembly inh; D = 12-hLO inh
CN1CC=C2C(C#N)=C(N)C(C#N)(C#N)[C@H](c3cccc(Cl)c3)C2C1 (stereo not given in full)
  A: 18%	B: -5	C: ?	D: ?
CSCCC(C(=O)NC1=NCCS1)N1C(=O)c2ccccc2C1=O (stereo not given)
  A: -1%	B: 3	C: 35	D: 7%
O=C(N/N=C/C1CC=CCC1)c1cc2ccccc2cc1O (stereo not given)
  A: .	B: .	C: -26	D: 1%
Cc1ccc(S(=O)(=O)NC(=O)NN2CCCCCC2)cc1
  A: 10%	B: 3	C: 0	D: ?
O=C(Nc1nc(-c2ccccn2)cs1)C1CC(=O)N(c2ccc3c(c2)OCCO3)C1 (stereo not given)
  A: .	B: .	C: ?	D: -1%
CCOc1ccc(NC(=S)N/N=C(\C)Cc2ccc(OC)cc2)cc1
  A: .	B: .	C: 64	D: ?
CCCCC1NC(=S)N(C2CCCCC2)C1=O (stereo not given)
  A: .	B: .	C: 35	D: 2%
CCc1nc2c(c(=O)[nH]1)C1(CCCC1)Cc1ccccc1-2
  A: -5%	B: -2	C: 29	D: 5%
CC(=O)c1cc2c(cc1NC(=O)c1ccc(C)cc1)OCO2
  A: .	B: .	C: -13	D: -1%
O=C(/C=C/Nc1ccc(F)cc1Br)c1ccccc1
  A: .	B: .	C: ?	D: 0%
N#CC1=C(S)N=C(N)C(c2nc(-c3ccccc3)cs2)C12CCCC2 (stereo not given)
  A: -13%	B: 2	C: ?	D: -5%

(listing goes on)
Screens by letter: A = 15-hLO-2 inh; B = IMPase cell inh; C = PNC assembly inh; D = 12-hLO inh
Cc1ccc(Oc2ncccc2/C=N/O)cc1
  A: -3%	B: 0	C: ?	D: -4%
COc1ccc(NC(=S)NNC(=O)C(C)n2nc(C)c([N+](=O)[O-])c2C)cc1 (stereo not given)
  A: 22%	B: 0	C: ?	D: 3%
O=C(NCC1COc2ccccc2O1)C1CCCN(S(=O)(=O)c2cccc3nsnc23)C1 (stereo not given)
  A: -13%	B: 9	C: 29	D: 2%
COC(=O)[C@@]1(Cc2ccc(OC)cc2)[C@@H]2[C@@H](CC(=O)[C@H]2CC(=O)C(=O)N2CCCC2)CN1C(=O)c1ccccc1
  A: -4%	B: .	C: .	D: 3%
COc1ccc(C2CC(c3ccccc3)Nc3nc(NC(=O)c4cccs4)nn32)cc1 (stereo not given)
  A: 19%	B: -13	C: 0	D: 6%
CCN(CC)S(=O)(=O)c1ccc(C(=O)NC2=C(C(=O)OC)SCC2)cc1
  A: -21%	B: 10	C: 32	D: -22%
O=C(Cn1cnc2c(nnn2-c2ccccc2)c1=O)NCC1CCCO1 (stereo not given)
  A: 2%	B: 7	C: ?	D: -3%
Cc1ccc(-n2nnnc2SCC(=O)Nc2ccccc2N2CCCCC2)cc1C
  A: -5%	B: 4	C: 21	D: -2%
c1cncc(-c2nn3cnnc3s2)c1
  A: 0%	B: 11	C: 31	D: 0%
Cc1cccc(SCc2noc(C(=O)NCC3CCCO3)c2C(=O)O)c1 (stereo not given)
  A: 0%	B: -8	C: -90*	D: 3%
CCC(C)N=C1SCC(C)(/C=N/O)S1 (stereo not given)
  A: -9%	B: 7	C: -3	D: 1%
CCOCCn1c(SCCc2ccccc2)nc2c1c(=O)[nH]c(=O)n2C
  A: -6%	B: 5	C: -13	D: 1%
CC(NC(=O)c1cc(-c2ccc3c(c2)OCO3)nc2ccccc12)C(C)(C)C (stereo not given)
  A: -6%	B: -2	C: -1	D: -7%
CCC(=O)N1CCN=C1SCc1ccc(Cl)cc1
  A: 5%	B: -3	C: ?	D: 2%
O=C1OC(c2ccccc2)/C(=C(/O)c2ccccc2)C1=O (stereo not given)
  A: 17%	B: -15	C: ?	D: 11%
CCc1ccccc1NC(=S)N=Nc1c(O)n(C)c2ccc(S(=O)(=O)N3CCOCC3)cc12
  A: .	B: .	C: -6	D: -3%
O=C(CSc1nc2ccc([N+](=O)[O-])cc2[nH]1)NC1CCCC1
  A: .	B: 1	C: ?	D: -2%
O=C(N/N=C/C1CC=CCC1)c1cc(Br)ccc1O (stereo not given)
  A: .	B: .	C: 18	D: -4%
O=C(CSc1nc(-c2ccc(F)cc2)cs1)Nc1ccccn1
  A: .	B: .	C: ?	D: 0%
O=C(NC1CCS(=O)(=O)C1)C12CC3CC(CC(C3)C1)C2 (stereo not given)
  A: -2%	B: 2	C: 50	D: 3%
Cc1cccc(/C=N\Nc2cn[nH]c(=O)c2Cl)c1
  A: 11%	B: -9	C: 82	D: -3%
O=C(CC1(O)C(=O)Nc2ccc(Br)cc21)c1ccc2c(c1)OCO2 (stereo not given)
  A: 1%	B: 8	C: -4	D: -5%
Cc1ccc2c(c1)N(CCC(=O)NCc1cccnc1)C(=O)CO2
  A: 3%	B: 14	C: 49	D: 6%
Cc1cccc(NC(=O)N2CCN(Cc3ccccc3)CC2)c1
  A: .	B: -4	C: 24	D: -1%
CC(=O)Nc1cccc(C(=O)/C=C/c2ccc(Br)cc2)c1
  A: .	B: .	C: -19	D: -5%
CCOC(=O)C1=C(C)C(c2ccccc2OC)NC(=O)N1 (stereo not given)
  A: 0%	B: -17	C: 5	D: 2%
Cc1cc(NC(=O)CSc2ccc3nnc(-c4cccs4)n3n2)no1
  A: -3%	B: -3	C: -106*	D: -2%
Cc1ccc(NS(=O)(=O)c2cc(C(=O)N3CCOCC3)ccc2C)cc1C
  A: 0%	B: -2	C: 32	D: 5%
N/C(COc1cccc(Cl)c1)=N\NS(=O)(=O)c1ccccc1
  A: 11%[11.4 µM]	B: -7[1.84 µM]	C: ?	D: 2%
COc1ccc(CN(Cc2ccccn2)C(=O)CN2C(=O)COc3ccccc32)cc1
  A: -11%	B: 12	C: 8	D: -1%
COc1ccc(CCNC(=O)COC(=O)/C=C/c2ccc(OCC#N)c(OC)c2)cc1
  A: .	B: .	C: 54	D: -1%
Cc1ccc(C)c(S(=O)(=O)C(C#N)c2nc3ccccc3nc2N2CCOCC2)c1 (stereo not given)
  A: -11%	B: 2	C: 8	D: -16%
O=C(Cc1ccc(Cl)c(Cl)c1)OCCN1CCCC1
  A: 19%	B: -1	C: .	D: -7%
Cc1ccc(NC(=O)CCCCCNS(=O)(=O)c2ccc(C)cc2)cc1
  A: .	B: .	C: 29	D: -2%
CC(=NCCCn1ccnc1)C1=C(O)c2ccccc2C1=O
  A: 17%	B: 8	C: -16	D: -2%
O=C(O)CC/C(=C\c1cc([N+](=O)[O-])ccc1Cl)c1nc2ccccc2s1
  A: .	B: .	C: ?	D: 2%
O=C(Nc1ccc(/C=C/c2nc3ccccc3o2)cc1)c1c(F)cccc1F
  A: -9%	B: 5	C: 12	D: 0%
CC1(C)C(=O)OC(c2cc(Br)ccc2O)C(C)(C)C1=O (stereo not given)
  A: .	B: 9	C: 59	D: 12%
Cc1cc(C(=O)NN=C(Cc2ccccc2)Cc2ccccc2)c(C)o1
  A: .	B: .	C: ?	D: 1%
O=C(NC(=S)NCCC1=CCCCC1)c1cncc(Br)c1
  A: .	B: .	C: 11	D: 1%
COc1ccc(C(=O)NCC2(c3ccccc3)CCOCC2)cc1[N+](=O)[O-]
  A: .	B: .	C: 42	D: -1%
O=C(CSc1nnc(SCc2ccc(Cl)cc2)s1)c1ccc2c(c1)OCO2
  A: .	B: .	C: -7	D: -4%
COc1ccccc1C(c1nnnn1C1CCCC1)N1CCN2CCCC2C1 (stereo not given)
  A: 2%	B: 10	C: ?	D: 4%
CCn1c(=O)c2cc(C(=O)N3CCOCC3)sc2c2ccccc21
  A: -2%	B: 7	C: 11	D: 4%
CN(C(=O)c1cc2sccc2n1C)C1CCCCC1
  A: -8%	B: 0	C: 21	D: 0%
Cc1cc(O)ccc1Nc1nc(-c2sc(N)nc2C)cs1
  A: -15%	B: -12	C: 9	D: -2%
CC(=O)N1CCN(C(=O)Cn2c(=O)oc3ccccc32)CC1
  A: -2%	B: ?	C: 31	D: -1%
Cc1ccn2c(-c3n[nH]c(=S)n3C)c(C)nc2c1
  A: .	B: .	C: ?	D: 2%
COc1ccc(-c2nnc(SCC(=O)N3CCOCC3)o2)cc1
  A: 4%	B: 16	C: 0	D: 2%
Cc1nn(-c2ccccc2)c2sc(C(=O)n3cccn3)cc12
  A: -3%	B: 5	C: 13	D: -4%
CCc1c(O)cc(=O)n(-c2ccccc2)c1-c1ccccc1
  A: .	B: .	C: -2	D: -5%
CN(CC(=O)O)S(=O)(=O)c1cc(Cl)ccc1Cl
  A: 3%[2.29 µM]	B: -1	C: 10	D: 11%
c1ccc(-c2ccnc3nc(-n4cccc4)nn23)cc1
  A: -12%	B: 3	C: -7	D: 0%
Cc1nnc(SCC(=O)Nc2nc3ccccc3s2)n(N)c1=O
  A: .	B: -11	C: 30	D: 0%
COC(=O)c1cc(CNC(=O)c2ccccc2Cl)ccc1OC
  A: .	B: .	C: ?	D: -3%
COC(=O)c1c(NC(=O)CN2CCCc3ccccc32)sc(C)c1C
  A: .	B: .	C: 8	D: -4%
CCOC(=O)c1oc2ccc(S(=O)(=O)n3nc(-c4ccc(OC)cc4)cc3N)cc2c1C
  A: .	B: -4	C: -26	D: 0%
O=C(/C=C/Nc1ccc(OC(F)(F)F)cc1)C(F)(F)F
  A: -7%	B: 2	C: 37	D: -10%
CC(C)=CC(=O)OCC(=O)Nc1cc([N+](=O)[O-])ccc1F
  A: .	B: -2	C: 1	D: 2%
Clc1ccc(CSc2nnc(-c3ccc4c(c3)OCO4)o2)cc1
  A: 9%	B: -3	C: 9	D: -22%
Cc1ccc(SC(C)C(=O)Nc2ccc(S(=O)(=O)N3CCOCC3)cc2)cc1 (stereo not given)
  A: 18%	B: 6	C: ?	D: -21%
